PP1 inh = PP1-alpha phosphatase inhibitors, primary screen, counter-screen for PP5 inhibitor project, biochemical, fluorescence, OMFP substrate, single point. 320,000 compounds, 0.9% hits. Serine/threonine-protein phosphatase PP1-alpha catalytic subunit (Homo sapiens), P62136. purified PP1alpha. AID 2235, 2010. inhibition, % at 6.7 µM;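 active = inhibition above the mean inhibition of all tested compounds plus 3 SD, computed separately for each screening campaign, cut at about 15% in these data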
Target sequence (P62136 whole entry, looked up): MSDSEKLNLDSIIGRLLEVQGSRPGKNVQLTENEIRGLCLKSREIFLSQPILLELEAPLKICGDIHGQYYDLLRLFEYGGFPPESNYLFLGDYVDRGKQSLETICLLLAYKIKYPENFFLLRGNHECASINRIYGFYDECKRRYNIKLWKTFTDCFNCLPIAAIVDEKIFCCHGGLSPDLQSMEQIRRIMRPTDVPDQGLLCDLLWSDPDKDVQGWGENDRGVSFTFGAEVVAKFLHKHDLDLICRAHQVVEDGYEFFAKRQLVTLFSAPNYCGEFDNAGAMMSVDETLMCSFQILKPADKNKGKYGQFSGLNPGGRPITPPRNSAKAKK
PP5 primary = PP5 phosphatase inhibitors, primary screen, biochemical, fluorescence; inhibition, % at 6.7 µM; AID 1987, 2009; 320,000 compounds, 0.18% hits; Serine/threonine-protein phosphatase 5 (Homo sapiens), P53041; purified PP5c, OMFP substrate fluorescence;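 active = inhibition above the campaign's mean inhibition across all tested compounds plus 3 SD, cut at about 9.5% in these data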;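 note: 0% = DMSO only and 100% = 100 µM cantharidin control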
TPT1 inhibitor = Candida albicans TPT1 enzyme inhibitors, primary screen, biochemical, fluorescence polarization | tRNA 2'-phosphotransferase TPT1 (Candida albicans SC5314) | 300,000 compounds, 0.81% hits | AID 1962, 2009 | inhibition, % at 5 µM | recombinant caTPT1, FP RNA substrate dephosphorylation;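 active = inhibition above the mean of all tested compounds plus 3 SD, set per screening campaign, cut at about 24% in these data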;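 note: plate controls were DMSO alone for no effect and ferristatin control at 100 nM for full effect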
Fh CTSL1 inh = Fasciola hepatica cathepsin L1 inhibitors, primary screen, counter-screen for PFM18AAP inhibitor project, biochemical, QFRET, fluorogenic peptide substrate; recombinant F. hepatica cathepsin L1, Z-Leu-Arg-MCA fluorescence; inhibition, % at 5.96 µM; 300,000 compounds, 0.49% hits;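 active = inhibition above the mean of all tested compounds plus 3 SD, set per screening campaign, cut at about 17% in these data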;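 note: 0% = plate median of test compound wells and 100% = 1 µM Z-Phe-Ala-diazomethylketone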
Efflux pump mplx = inhibitors of Candida efflux pumps in yeast, primary screen, S. cerevisiae, Nile Red, multiplex | S. cerevisiae Candida pump triplex | inhibition, % at 10 µM | 330,000 compounds, 0.44% hits;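 active = plate passing quality check with inhibition over a set limit, or well fluorescence over plate mean plus 4 SD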;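 note: Nile Red retained in pooled yeast measured as flow cytometry median fluorescence; 0% = buffer negative control and 100% = Enniatin B positive control; higher means more Nile Red kept so more efflux inhibition; some compounds called inactive have numbers as strong as hits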
GASC-1 inh = inhibitors of GASC-1 histone demethylase, primary screen, biochemical, fluorescence, DELFIA europium. 330,000 compounds, 0.069% hits. inhibition, % at 2.35 µM. AID 2099, 2009. GST-JMJD2C(1-420) H3K9me3 demethylation;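 active = more than half of a compound's replicate wells show inhibition beyond 50%, single wells judged on their own value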;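 note: signal counts dimethyl H3K9 product captured on neutravidin plate; 0% = median of DMSO wells and 100% = 0.3 times that DMSO median; strong numbers were not always called active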
proCasp3 act = activators of human procaspase-3 D3A mutant, primary screen, biochemical, absorbance, PC-3 D3A mutant, single concentration | Caspase-3 (Homo sapiens), P42574 | recombinant procaspase-3 D3A, Ac-DEVD-pNA absorbance 405 nm | activation, % at 8.5 µM | 330,000 compounds, 0.11% hits | AID 463141, 2010;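 active = activation above the mean of all tested compounds plus 3 SD, cut at about 21% in these data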;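 note: 0% = DMSO alone and 100% = DMSO wells spiked with extra 5 µM PC-3 D3A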
Target sequence (P42574 whole entry D9A/D28A/D175A): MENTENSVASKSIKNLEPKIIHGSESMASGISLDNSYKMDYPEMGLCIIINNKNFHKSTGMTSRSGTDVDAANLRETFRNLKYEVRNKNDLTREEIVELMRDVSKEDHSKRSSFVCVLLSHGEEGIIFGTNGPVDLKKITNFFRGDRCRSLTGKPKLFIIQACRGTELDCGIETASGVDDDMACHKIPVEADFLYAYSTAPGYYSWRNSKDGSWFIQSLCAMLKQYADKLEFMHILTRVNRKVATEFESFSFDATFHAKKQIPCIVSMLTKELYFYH
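Technique: 405 nm absorbance of p-nitroaniline, reads at 0 and 120 min; Test system: Procaspase-3 D3A mutant; Incubation: 1 h enzyme-compound preincubation, then 2 h substrate reaction, 25 °C; Repeats: singlicate, each compound tested once; Benchmarks: low control DMSO wells, high control DMSO plus 5 µM PC-3 D3A.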
procasp7 counter = procaspase-7 activators, primary screen, counter-screen for procaspase-3 activator project, biochemical, absorbance, HTS, human; recombinant procaspase-7, Ac-DEVD-pNA absorbance 405 nm; D23A/D198A/D206A triple mutant, cannot self-cleave; scale: DMSO 0, 5 µM enzyme 100; activation, % at 8.5 µM; 330,000 compounds, 0.093% hits;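 active = percent activation above the screen-wide mean plus 3 SD, cut at about 25% in these data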
Target sequence (P55210 whole entry D23A/D198A/D206A): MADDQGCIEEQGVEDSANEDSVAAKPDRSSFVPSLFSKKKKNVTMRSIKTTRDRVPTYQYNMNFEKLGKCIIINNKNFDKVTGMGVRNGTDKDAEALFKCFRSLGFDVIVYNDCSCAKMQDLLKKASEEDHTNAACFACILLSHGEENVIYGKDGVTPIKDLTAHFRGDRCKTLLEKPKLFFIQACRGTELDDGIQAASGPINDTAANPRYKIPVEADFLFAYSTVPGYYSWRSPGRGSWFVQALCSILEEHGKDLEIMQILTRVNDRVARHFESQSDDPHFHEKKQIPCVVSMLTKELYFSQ
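System: Procaspase-7 triple mutant (PC-7 D3A); measure: % activation from two-timepoint absorbance difference, scaled to controls; times: 1 h compound preincubation, 2 h substrate cleavage, 25 °C; also added: Ac-DEVD-pNA substrate, 400 µM as added; measured by: Epi-absorbance of released pNA at 405 nm, two timepoints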
HCV core dimer = inhibitors of HCV core protein dimerization, primary screen, biochemical, TR-FRET, high-throughput. TR-FRET GST/Flag-core106 dimerization, 1536-well. inhibition, % at 5 µM. 300,000 compounds, 0.33% hits;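 active = inhibition above the mean of all tested compounds plus 3 SD, set per screening campaign, cut at about 45% in these data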
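Assay system: GST-tagged and Flag-tagged HCV core protein residues 1-106 / Times: compound-protein-antibody incubation 4 h at 22.5 °C / Signal: time-resolved FRET, ex 340 nm, em 617 and 671 nm / Evaluation: % inhibition based on acceptor/donor emission ratio / Benchmarks: wells lacking GST-core106 and wells with excess unlabelled core106 / Repeats: singlicate, one well per compound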
* marks the source's active call; other numbers are inactive results; . = no result given; & = joins results of further samples.

SMILES	PP1 inh	PP5 primary	TPT1 inhibitor	Fh CTSL1 inh	Efflux pump mplx	GASC-1 inh	proCasp3 act	procasp7 counter	HCV core dimer
Cc1cccc(NC(=O)Nc2cnccn2)c1C	-4	2.3	-2	-1	0.1	9	-1	9	-4
COc1cc(NC(=O)c2cccs2)c(C(=O)OCC(=O)c2cc(C)n(-c3ccc(F)cc3)c2C)cc1OC	1	4.0	1	-1	0.1	10	1	-4	1
Cc1ccc(-c2nnc(N3CCCCC3)c3ccccc23)cc1S(=O)(=O)N1CCN(C)CC1	-2	-0.3	2	1	0.1	-4	2	3	9
Cc1cccc(N(CC(=O)NC2CCCCC2)C(=O)c2c(C)noc2C)c1	-2	3.4	-3	-2	0.0	12	8	3	6
CC(=O)Nc1cccc2c1C(=O)N(c1ccccc1C)C2=O	-3	-1.0	-8	-2	0.0	-20	6	-8	0
CCCN1CCN(C(=O)Cn2nc(CC)n3c(cc4sccc43)c2=O)CC1	-7	1.9	-2	-1	-0.2	3	-10	8	-6
Cc1ccc(S(=O)(=O)N2CCN(C(=O)CN3CCN(C)CC3)C2)cc1	-4	-0.1	-1	2	-0.1	-3	0	-7	-2
CCN(CC)C(=S)NCCc1ccccc1	-2	1.4	0	-4	0.0	0	3	-8	0
COc1cccc(OC)c1C(=O)Nc1cccc(C(=O)Nc2cccc(C(=O)O)c2)c1	-3	0.3	0	3	0.2	2	-2	11	-1
Fc1ccc(C(Nc2ccccn2)c2c[nH]c3ccccc23)cc1 (configuration not stated)	-3	0.2	-1	-1	-0.1	-8	8	-1	7
COc1ccccc1C(=O)NCCC(=O)Nc1ccc(S(=O)(=O)Nc2ncccn2)cc1	-4	1.3	.	.	-0.1	-2	-1	-10	.
O=C(COc1ccc(Cl)cc1)NCc1nnc(SCC(=O)N2CCCC2)o1	-3	0.6	0	-3	0.0	5	4	2	0
O=c1c(Cl)c(N/N=C/c2ccc(Br)cc2)cnn1-c1ccccc1	24*	3.9	-3	3	0.1	-18	-5	6	10
Cc1noc(C)c1C(=O)OCC(=O)Nc1ccc(N2CCOCC2)cc1	.	.	.	.	0.3	11	1	7	.
COc1ccc(-n2cccc2/C=C2/NC(=O)N(c3cccc(Cl)c3)C2=O)cc1	0	0.0	4	1	0.0	8	0	3	10
COc1cc(CN2CCN(S(=O)(=O)c3ccccc3)CC2)cc(OC)c1OC	-4	1.4	-2	-1	-0.1	6	5	9	4
Cc1ccc(-c2nnn(CC(=O)N(CC3CCCO3)C(C(=O)NC(C)(C)C)c3ccc(F)cc3)n2)o1 (configuration not stated)	1	-0.4	-5	-3	-0.1	-10	-6	6	-2
CN(C)CC/C=C1/c2ccccc2COc2ccccc21	-1	-1.2	-2	-2	0.0	14	-4	-12	0
CCCc1c(O)nc(SC2CC(=O)N(c3ccc(OC)cc3)C2=O)[nH]c1=O (configuration not stated)	-8	0.3	-2	-1	0.0	19	-12	-13	-2
CCCn1c(=O)c2c(nc3n2CC(C)CN3Cc2ccccc2)n(C)c1=O (configuration not stated)	-1	0.9	-2	0	0.0	-7	-2	3	-7
Cc1ccc(NC(=O)CN2CCC(C(N)=O)CC2)cc1[N+](=O)[O-]	-3	0.3	2	-3	0.0	-5	6	2	1
CCCCOC(=O)Cn1c(=O)c2c(nc(Br)n2Cc2ccccc2)n(C)c1=O	3	4.8	-3	-3	-0.1	2&1	0	11	9
COc1ccccc1C(=O)NCCC(=O)NCc1ccccn1	-2	2.7	.	.	0.0	0	0	-1	.
N#C/C(=C(/O)c1ccco1)c1nc2ccccc2[nH]1	1	2.6	1	1	0.0	-1	-1	6	-11
CCN(CC)C(=O)C1CCCN(Cc2ccccc2F)C1 (configuration not stated)	0	-0.3	-8	-1	-0.1	1	-3	8	-1

Reprinted from the part before: four compounds, then new ones.
SMILES	PP1 inh	PP5 primary	TPT1 inhibitor	Fh CTSL1 inh	Efflux pump mplx	GASC-1 inh	proCasp3 act	procasp7 counter	HCV core dimer
CCCCOC(=O)Cn1c(=O)c2c(nc(Br)n2Cc2ccccc2)n(C)c1=O	3	4.8	-3	-3	-0.1	2&1	0	11	9
COc1ccccc1C(=O)NCCC(=O)NCc1ccccn1	-2	2.7	.	.	0.0	0	0	-1	.
N#C/C(=C(/O)c1ccco1)c1nc2ccccc2[nH]1	1	2.6	1	1	0.0	-1	-1	6	-11
CCN(CC)C(=O)C1CCCN(Cc2ccccc2F)C1 (configuration not stated)	0	-0.3	-8	-1	-0.1	1	-3	8	-1
CCn1ccnc1CNC(=O)C1CCC(=O)N(Cc2ccccc2F)C1 (configuration not stated)	1	1.7	-2	1	0.1	1	8	-3	-9
C/C=C/C=C\C(=O)Nc1cccc(C2=NOC3(C2)C[C@H](C(N)=O)N(C(=O)/C=C/C)C3)c1 (some centres not stated)	2	-0.9	1	5	-0.2	-12	-2	-12	48*
O=C(Nc1ccc(S(=O)(=O)N2CCCC2)cc1Cl)C1=COCCO1	3	1.1	0	2	0.0	-1	-3	0	3
CCc1cc(C(=O)N=Nc2c(O)[nH]c3c(Br)cc(Br)cc23)c2ccccc2n1	14	5.6	1	-1	0.1	4	-5	6	29
c1cncc(-c2nn3c(Cn4nnc5ccccc54)nnc3s2)c1	-2	-1.1	1	0	0.0	-1	-7	-2	2
O=C(CN1CC(=O)Oc2ccccc21)OCC(=O)c1cccc(Br)c1	0	-0.3	-1	4	0.1	-1	0	4	16
Cc1ccc(F)cc1NS(=O)(=O)c1ccc(Cl)s1	1	0.8	.	.	-0.1	14	4	3	.
COc1cc(C(=O)NC(c2ccccc2)c2ccccc2)cc(Cl)c1OC	1	1.5	-1	-2	0.2	4	-3	-9	13
C=CCc1ccc(OCC(O)CN2CCC(Cc3ccccc3)CC2)c(OC)c1 (configuration not stated)	2	-3.2	-5	-7	0.6	-6	-1	-8	-1
O=C(/C(=C/O)N=Nc1ccccc1)c1ccco1	-3	2.7	-4	-3	-0.2	15	7	0	7
CC1Sc2ccc(C(=O)Nc3ccccc3OC(F)F)cc2NC1=O (configuration not stated)	-1	0.2	4	0	0.0	-14	6	2	4
Cc1nc(N)c(CC(Br)CBr)c(Cl)n1 (configuration not stated)	-5	3.5	-2	0	-0.2	1	3	2	3
COc1ccc(-c2c(NCCc3ccccc3)c(=O)c2=O)cc1	0	-1.3	-2	-1	-0.1	1	6	-8	-4
O=C(Nc1cc(S(=O)(=O)Nc2ccccc2Cl)ccc1O)c1cc2c(s1)CCCC2	13	-2.3	-2	-3	0.0	6	5	3	14
COc1ccc(-n2nnnc2SCC(=O)N2C(C)CCCC2C)c(OC)c1 (configuration not stated)	0	-1.1	1	0	-0.3	-6	6	-7	6
CCN(CC(=O)Nc1ccc(N2CCOCC2)cc1)C(=O)COc1ccccc1OC	4	1.1	-3	-2	-0.1	5	-8	6	-7
O=C(CSc1nnc(-c2ccccc2)c(-c2ccccc2)n1)Nc1ccc(Br)cn1	6	0.8	-1	-1	-0.1	1	2	6	5
COC(=O)Nc1nc2c(s1)CCCC2	1	3.8	-4	4	0.0	7	-5	-9	3
CCc1ccc(C(=O)NCc2cnn(C)c2)s1	1	1.8	2	5	0.0	3	-3	11	6
COC(=O)c1cc(-c2ccccc2)n(CCN)c1C	1	0.4	-2	-1	-0.1	2	7	2	-1
CCCCOC(=O)Nc1nccs1	-4	-2.0	1	1	-0.1	7	-3	8	-2
COCCn1c(=O)[nH]c2cc(C(=O)NCCc3ccc(S(N)(=O)=O)cc3)ccc2c1=O	-9	-5.4	2	5	0.0	13	3	-11	4
O=C(Nc1cccnc1)C1CCCN(S(=O)(=O)c2ccccc2)C1 (configuration not stated)	-4	1.3	-2	1	-0.1	-1	4	5	-6
CC(C)=C(C#N)c1nc2ccccc2s1	-3	-0.8	25*	2	-0.1	-6	-2	-10	2
CC(C)(C)c1ccc(SCCc2ccccn2)cc1	-5	0.4	0	-1	-0.1	115	8	-1	0

The final 5 entries of the section before lead into the next.
SMILES	PP1 inh	PP5 primary	TPT1 inhibitor	Fh CTSL1 inh	Efflux pump mplx	GASC-1 inh	proCasp3 act	procasp7 counter	HCV core dimer
CCCCOC(=O)Nc1nccs1	-4	-2.0	1	1	-0.1	7	-3	8	-2
COCCn1c(=O)[nH]c2cc(C(=O)NCCc3ccc(S(N)(=O)=O)cc3)ccc2c1=O	-9	-5.4	2	5	0.0	13	3	-11	4
O=C(Nc1cccnc1)C1CCCN(S(=O)(=O)c2ccccc2)C1 (configuration not stated)	-4	1.3	-2	1	-0.1	-1	4	5	-6
CC(C)=C(C#N)c1nc2ccccc2s1	-3	-0.8	25*	2	-0.1	-6	-2	-10	2
CC(C)(C)c1ccc(SCCc2ccccn2)cc1	-5	0.4	0	-1	-0.1	115	8	-1	0
CCN1CCN(C(=O)c2cc3cc(Cl)ccc3[nH]2)CC1	-2	2.9	3	0	0.1	-35	1	9	6
CCOC(=O)Cn1c(=O)c(-c2ccccc2NCc2ccccc2)nc2ccccc21	0	-0.3	-1	4	0.0	-8	11	12	3
CN1CCN(NC(=O)c2cc(Br)ccc2Cl)CC1	-2	3.4	-4	1	0.1	15	1	2	-4
Cn1c(CCN2CCCCC2)nc2cc(NC(=O)COc3ccc(Cl)cc3)ccc21	-2	-1.0	1	5	0.1	-2	4	4	7
Nc1nc(Nc2ccccc2)nc(N2CCOCC2)c1[N+](=O)[O-]	1	2.3	1	3	-0.4	7	7	-2	-8
CC(C)c1ccc(NC(=S)NNC(=O)c2cccs2)cc1	-1	2.3	2	10	0.0	.	-5	-7	4
